Source: PubChem (several laboratories)
T cell modulator – modulators of CD8 T cell-vesicle binding, primary screen, mouse 2C CD8+ T cells, flow cytometry; 2C CD8+ T cell-vesicle binding; active compounds read low; calls only at 7 µM; 0.068% of 330,000 active; AID 2052, 2009;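 active = response, share of CD8 T cells binding vesicles, and their 90th percentile fluorescence all below set limits, cut at about 80% in these data, passing the limit was not always enough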
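System: murine 2C transgenic CD8+ T lymphocytes; also added: QL9-loaded Drosophila micro-vesicles; times: binding 1.5 h at 37 °C; measured by: flow cytometry, PE anti-B7-1 (FL2) versus Alexa647 anti-CD8 (FL8), PFA-fixed; control set: Peptide-free naked vesicles (low) and QL9 vesicles with 0.7% DMSO vehicle (high)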
SV40 large T antigen – SV40 large T antigen inhibitors, biochemical (AID 1903). SV40 large T antigen ATPase/helicase inhibition assay; higher % means a stronger effect. inhibition, % at 20 µM; hits with a dose series show IC50 in µM. 0.39% of 310,000 active; in the data active = a potency from the dose series; inconclusive = inhibition mostly from about 32% at the one dose, without a potency; inactive = the rest, 99 in 100 with inhibition below about 32%; also: strong numbers were not always called active
RSV CPE inhibition – RSV antiviral activity via CPE protection, HEp-2 cells, primary 10 µM value included (AID 2391); HEp-2 cells, RSV-induced CPE inhibition; higher % means a stronger effect; CPE inhibition, % at 10 µM, or IC50 in µM where a hit was titrated; 0.13% of 310,000 active; in the data active = a potency from the dose series; inconclusive = CPE inhibition mostly from about 23% at the one dose, without a potency; inactive = the rest, 99 in 100 with CPE inhibition below about 21%; also: strong numbers were not always called active
NTR1 agonist – agonists of NTR1, primary screen, imaging, U2OS cells, beta-arrestin-GFP, high content (AID 493036). 0.17% of 330,000 active. NTR1-U2OS beta-arrestin-GFP spot imaging, agonist mode. Neurotensin receptor type 1 (Homo sapiens), P30989. activation, % at 20 µM;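 active = activation at or above 40% of the spot to cytoplasm intensity ratio, with at least 20 cells analyzed; inconclusive = wells under 20 cells, flagged as cytotoxic or low count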;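 also: 0% = DMSO without peptide and 100% = 100 nM NTR1 peptide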
Target sequence (P30989 whole entry, looked up): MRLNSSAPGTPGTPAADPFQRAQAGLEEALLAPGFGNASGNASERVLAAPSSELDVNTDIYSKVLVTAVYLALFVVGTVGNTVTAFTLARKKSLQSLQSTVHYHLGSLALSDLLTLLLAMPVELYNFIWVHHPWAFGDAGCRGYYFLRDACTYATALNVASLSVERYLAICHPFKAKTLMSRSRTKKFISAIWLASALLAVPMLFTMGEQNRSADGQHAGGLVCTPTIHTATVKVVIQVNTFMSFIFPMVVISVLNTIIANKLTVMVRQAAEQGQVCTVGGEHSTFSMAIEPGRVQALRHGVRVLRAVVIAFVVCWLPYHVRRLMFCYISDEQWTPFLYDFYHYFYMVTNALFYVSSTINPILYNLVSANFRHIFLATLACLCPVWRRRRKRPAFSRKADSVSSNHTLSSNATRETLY
TNAP activators – human TNAP enzyme activators, primary screen, biochemical, luminescent, no phosphate acceptor, uHTS (AID 1001). Alkaline phosphatase, tissue-nonspecific isozyme (Homo sapiens). purified TNAP, luminescent activation assay, no phosphate acceptor; higher activation fold means a stronger effect. activation fold at 20 µM; hits with a dose series show EC50 in µM. 0.03% of 200,000 active; in the data active = activation fold from about 3, or a potency from the dose series; inactive = the rest, 99 in 100 with activation fold below about 1.6; also: many of its hits are not listed in these tables
K1F lysis inhibition – inhibition of K1F phage lysis, E. coli UTI89, bacterial capsule biogenesis inhibitors, alamar blue (AID 488966). E. coli UTI89 K1F phage lysis, alamar blue, 2 h; higher % means a stronger effect. 0.02% of 340,000 active. inhibition, % at 100 µM, or IC50 in µM where a hit was titrated;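 active = phage lysis inhibition, versus mean bacterial control, above a set limit; inconclusive = no clear call, values can overlap the other calls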;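 also: capsule biogenesis inhibitors block K1F phage lysis so surviving cells raise fluorescence; higher fluorescence means more inhibition of phage lysis; actives were called in the ten point dose series up to 300 µM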
Myeloid diff MLP – induction of myeloid progenitor differentiation, primary screen, cell-based, flow cytometry, MLPCN library; AID 624256, 2012; ER-HoxA9 myeloid progenitors, lysozyme-GFP differentiation; 1% of 360,000 active; calls only at 10 µM;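 active = normalized GFP-positive differentiation at or above the plate's own cutoff, the solvent-only control mean plus 3 SD; inconclusive = no clear call, values can overlap the other calls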;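 also: cells exposed to compound for four days before flow analysis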
Salmonella PhoP GFP – inhibitors of PhoP regulon expression, primary screen, Salmonella Typhimurium, GFP reporter (AID 1863). 0.16% of 300,000 active. S. Typhimurium PhoP-regulated promoter GFP reporter, 4 h; higher % means a stronger effect. inhibition, % at 50 µM, or IC50 in µM where a hit was titrated;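 active = inhibition over 29.93%, a cutoff 3 SD above the screen mean, later confirmed by dose response; inconclusive = inhibition over 29.93% but no dose response follow-up; inactive = inhibition at most 29.93% or unconfirmed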;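 also: 0% = low Mg2+ inducing control and 100% = high Mg2+ repressing control; strong numbers were not always called active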
MgcRacGAP inhibition – MgcRacGAP GTPase-activating activity inhibitors, confirmation, biochemical, ADP Hunter fluorescence | inhibition, % at 30 µM; hits with a dose series show IC50 in µM | Rac GTPase-activating protein 1 (Homo sapiens) | AID 624330, 2012 | 0.6% of 340,000 active | MgcRacGAP-stimulated Rac1 GTP hydrolysis, ADP Hunter fluorescence; higher % means a stronger effect; GST-tagged Rac1 F28L mutant substrate;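 active = first-screen hits whose inhibition reached a set limit at any dose in the follow-up dose series; inconclusive = inhibition above the set first-screen limit but never retested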;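 also: fluorescence reports GDP produced by GAP-driven GTP hydrolysis; strong numbers were not always called active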
T cell modulator vesicle-bound % – recorded beside T cell modulator, whose call it bears; double positive events, %; measured here: CD8+ vesicle-bound cell fraction;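 binding gate set so that unloaded-vesicle control wells show 10% double positive cells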
NTR1 agonist cell count 20 µM – recorded beside NTR1 agonist, whose call it bears; cell count; measured here: cell count, cytotoxicity flag
Myeloid diff MLP GFP+ MAC1+ % – also measured in Myeloid diff MLP; calls as there; GFP+ MAC1+ double positive, %; measured here: differentiation confirmed by MAC1 staining
Active calls of the source: *; i = inactive; u = inconclusive; x = not tested or not shown; + = active, no number; [ ] = dose if it differs, or a comment.

SMILES	T cell modulator	T cell modulator vesicle-bound %	SV40 large T antigen	RSV CPE inhibition	NTR1 agonist	NTR1 agonist cell count 20 µM	TNAP activators	K1F lysis inhibition	Myeloid diff MLP	Myeloid diff MLP GFP+ MAC1+ %	Salmonella PhoP GFP	MgcRacGAP inhibition
Cc1cc(C)nc(Sc2nc(Cl)nc(N(c3ccccc3)c3ccccc3)n2)n1	i	19	35%	0.2%	4.5	82	1.1	-0.1%	i	1.1	14%	27%
CN(CC(=O)Nc1ccccc1C(=O)Nc1ccccc1)C1CCCCC1	i	10	x	x	1.6	65	x	0.7%[50 µM]	i	0.5	x	0%
Cc1sc2ncnc(NCC(C)(C)N3CCOCC3)c2c1C	+	8.8*	3%	0.2%	2.6	55	1.1	0.3%	i	1.0	8%	0%
O=C1c2ccccc2-c2c1nc1c([n+]2[O-])CCCC1	i	43	7%	1.4%	0.7	31	1.1	-0.4%	i	0.8	-30%	16%
Cc1c(C#N)c(NC(=O)c2cccc(Cl)c2)n(Cc2ccccc2)c1C	i	26	0%	0.6%	3.5	56	1.1	0.1%	i	1.0	6%	2%
O=C(COc1ccccc1)Nc1nc(-c2ccncc2)cs1	i	8	30%	0.8%	4.5	75	x	0.0%	u	x	-5%	11%
O=[N+]([O-])c1ccc(S(=O)(=O)Nc2ccncc2)cc1	i	31	10%	0.7%	-0.5	61	x	-0.1%	x	x	-5%	3%
Cn1c(-c2cnn(-c3ccccc3)c2N)n[nH]c1=S	i	11	18%	2.0%	0.7	48	0.9	0.5%	i	0.2	2%	26%
O=C1c2cnc3nc(SCc4ccccc4)nn3c2CC2c3ccccc3CCN12 (stereo not given)	i	11	12%	-0.3%	4.3	99	1	3.3%	i	1.0	-10%	8%
Cn1c(Cn2cnc(Cl)c2Cl)nc2ccccc21	i	44	5%	-0.5%	-0.7	38	1.1	-0.3%	i	2.8	-2%	2%
Cc1cc(C)nc(NC(N)=NC2CCCCC2)n1	i	69	17%	0.6%	0.6	62	1.1	2.9%[50 µM]	+	0.9*	3%	6%
Cc1cc(C)n(-c2ccc(C(=O)Nc3ccccn3)cc2)n1	x	x	7%	0.7%	-0.7	62	1.1	2.9%	i	3.5	12%	11%
O=C1OC(N2CCN(Cc3ccccc3)CC2)c2ccccc21 (stereo not given)	i	12	x	-0.1%	-1.1	58	x	0.0%	i	0.7	x	5%
O=C(Nc1sccc1C(=O)NCc1ccco1)c1cccnc1	i	36	1%	-0.4%	-1.0	78	1	-9.1%	i	3.6	23%	11%
COc1ccc(CCN(C)C(=S)Nc2cccc(C)c2)cc1OC	i	58	5%	4.2%	1.1	52	x	-0.9%	i	0.6	7%	5%
COCCNC(=O)CN1CCC(n2c(C)nc3cc(C(F)(F)F)ccc32)CC1	i	33	8%	0.5%	-0.4	104	1.1	-0.1%	i	0.7	-6%	-3%
C=CCN(c1ccccc1C(=O)NCC(=O)O)S(=O)(=O)c1ccc(C)cc1	i	20	10%	1.3%	-0.5	60	x	-0.3%	i	0.4	-11%	12%
N=c1sccn1CC(=O)Nc1ccc(SC(F)F)cc1	i	27	-6%	0.9%	-0.8	56	0.9	0.5%	i	0.4	-5%	8%
OC(CCc1cccc(Cl)c1)c1cccs1 (stereo not given)	i	53	7%	1.2%	-0.6	128	x	0.1%	i	0.2	0%	5%
CCCCC(=O)Nc1ccc(C(=O)Nc2nnc(COC)s2)cc1	i	10	-1%	5.6%	0.6	68	1.1	i	i	0.7	2%	7%
Cc1ccc(S(=O)(=O)N2CCOCC2)cc1NC(=O)COC(=O)CSc1ccc(Br)cc1C	i	47	0%	0.1%	3.8	79	1.1	0.5%	i	0.5	14%	5%
COc1ccc(/C=N/N2C(=O)C3C4C=CC(CC4)C3C2=O)c(OC)c1 (stereo not given)	i	65	5%	2.0%	-0.9	78	1	-0.1%	i	0.5	2%	12%
Cc1cc(NC(=O)CCCN2C(=O)/C(=C/c3cccs3)SC2=S)no1	i	3	0%	2.3%	1.5	31	1.1	0.1%	i	0.6	19%	2%
Cc1nc(-c2ccccc2)nc2[nH]c(=O)n(-c3ccccc3)c(=O)c12	i	9	6%	u	3.6	83	1	0.2%	i	0.6	-10%	2%
O=C(NCn1ccc(=O)[nH]c1=S)c1ccccc1	i	33	16%	0.5%	-1.1	48	1.1	0.5%	i	1.0	6%	1%

The final two records of the part above come first, to join the parts.
SMILES	T cell modulator	T cell modulator vesicle-bound %	SV40 large T antigen	RSV CPE inhibition	NTR1 agonist	NTR1 agonist cell count 20 µM	TNAP activators	K1F lysis inhibition	Myeloid diff MLP	Myeloid diff MLP GFP+ MAC1+ %	Salmonella PhoP GFP	MgcRacGAP inhibition
Cc1nc(-c2ccccc2)nc2[nH]c(=O)n(-c3ccccc3)c(=O)c12	i	9	6%	u	3.6	83	1	0.2%	i	0.6	-10%	2%
O=C(NCn1ccc(=O)[nH]c1=S)c1ccccc1	i	33	16%	0.5%	-1.1	48	1.1	0.5%	i	1.0	6%	1%
CCN(CCO)C(=S)Nc1cc(S(=O)(=O)N(C)C)ccc1C	i	36	7%	3.6%	-0.5	55	1	-0.5%	i	1.9	-4%	5%
COc1ccc(C(CC(=O)N2CCCC2)c2c(OC)cc(OC)c3c(-c4ccccc4)cc(=O)oc23)cc1 (stereo not given)	i	50	8%	2.0%	5.0	58	x	1.2%	i	1.8	2%	12%
O=C1C(C=Nc2ccccc2O)=C(O)c2ccccc21	i	15	2%	-2.6%	1.9	46	0.9	-0.5%	i	2.2	2%	8%
O=C(NC1CCCC1)C1CC(c2ccc(F)cc2)=NO1 (stereo not given)	+	x	-1%	-0.5%	-1.1	54	0.9	0.2%	i	8.9	-3%	-3%
Cc1c(NC(=O)C(C)OC(=O)CNC(=O)c2ccc(C(C)(C)C)cc2)c(=O)n(-c2ccccc2)n1C (stereo not given)	i	22	4%	2.0%	-0.6	82	1.1	0.5%	i	1.0	-2%	4%
CC1CC(C)CN(CCCNC(=O)C2CCC(=O)N2C2CCCC2)C1 (stereo not given)	i	27	0%	1.4%	0.0	52	1	1.4%	i	14	32%	-4%
CC(C)CC1CC(=O)OC1(C)C(=O)CSc1nc2ccccc2s1 (stereo not given)	i	19	9%	19%	0.7	61	1.1	0.5%	i	1.3	2%	9%
O=C(c1c(F)cccc1F)N1CCN(CCOc2ccccc2)CC1	i	10	12%	2.9%	-1.3	96	x	0.2%	i	0.4	-2%	8%
Cc1nc2c(sc(=S)n2Cc2ccco2)c(=O)n1CC(=O)Nc1ccccc1Cl	i	23	4%	0.4%	10	52	x	-0.3%	i	0.9	1%	-6%
Cn1cccc1/C=C1\Cc2ccccc2C1=O	i	16	5%	1.4%	-0.5	59	1	0.2%	i	0.5	-2%	12%
COc1cccc(C2NC(=O)NC(C)=C2C(=O)OCCSC)c1OC (stereo not given)	i	59	x	-1.6%	0.7	52	x	0.1%	i	5.8	x	11%
COc1ccc(N(CC(=O)NC2CCCC2)C(=O)CCC(=O)Nc2cc(C)on2)cc1	i	26	24%	0.1%	-0.7	60	x	0.3%	i	0.5	3%	0%
COC(=O)c1sccc1-c1ccc(C(=O)Nc2cccnc2)o1	i	58	-2%	4.6%	3.3	82	1	0.0%	i	0.9	1%	-2%
COc1ccc(S(=O)(=O)N2CCCC(C(=O)Nc3ccc4c(c3)OCCO4)C2)cc1 (stereo not given)	i	16	4%	1.5%	-0.3	62	1.1	-0.4%	i	0.7	4%	3%
CSCCCNC(=S)N(C)CC(=O)Nc1ccc(C)cc1	i	33	5%	0.0%	-1.3	69	1.1	2.2%	i	0.3	4%	3%
CC1=CC(C)(C)N(C(=O)CSc2nnc(N)s2)c2ccccc21	i	45	4%	-0.1%	-1.1	60	1.1	0.5%	i	0.9	1%	0%
O=C(CCc1nc(-c2ccccc2Cl)no1)NCCc1ccccc1	i	55	16%	0.5%	-0.1	81	x	0.0%	i	0.4	-3%	7%
O=C(O)c1cccc(S(=O)(=O)N2CCCC(c3nc4c(nnn4Cc4ccc(F)cc4)c(=O)[nH]3)C2)c1 (stereo not given)	i	21	20%	0.8%	0.4	46	x	-0.2%	i	0.5	-3%	7%
Cc1ccc(C(=O)C2CCOC(C)(C)C2)cc1 (stereo not given)	i	58	0%	0.1%	0.9	88	1.1	-0.1%	i	0.5	6%	3%

Random draw from the library; overall some 2.3% were active at least once.
